FBPA coupling cs: coupling enzyme interference in Giardia aldolase counter-screen. activity change, negative = inhibition, % at 58.2 µM, hits read low. coupling enzyme system counterscreen, AmpLite Red fluorescence. 290,000 compounds, 0.67% hits; in the data active = activity change below about -30%; note: % is set by controls: 0 for no effect and ±100 for the full control effect
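Counterscreen of the coupled detection system alone, without aldolase: glyceraldehyde-3-phosphate coupling enzymes plus AmpLite Red readout. Compounds at 57.5 uM final, 10 min RT preincubation, 20 min RT reaction, fluorescence 525/598 nm.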
Gal4-VP16 FLuc: counter-screen for ROR gamma inhibitors: Gal4-VP16 reporter; Potency, µM (doses to about 53.6 µM), for inactives: top-dose activity, negative = inhibition, most hits filed as inhibitors; Drosophila S2 Gal4-VP16 UAS-luciferase, luminescence, 20 h; 310,000 compounds, 3.5% hits;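 note: Gal4-VP16 expression switched on by copper sulfate through the metallothionein promoter; potency is the fitted concentration of half-maximal effect; % is set by controls: 0 for no effect and ±100 for the full control effect; nearly all actives have a fitted effect of over 50% in size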
Rab9 promoter act: activates the Rab9 promoter. Potency, µM (titrated, usually from 9.22 µM), inactives show at the highest dose activation, negative = inhibition, most hits filed as activators. Huh7 Rab9 promoter-luciferase reporter, luminescence, 24 h. AID 485297. 320,000 compounds, 2.8% hits; note: potency is the fitted concentration of half-maximal effect; % of control where 0% means no effect; nearly all actives have a fitted effect of over 60% in size
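Promoter activation is measured as luciferase luminescence in Huh7 cells stably transfected with a Rab9 promoter–luciferase construct, following 24 h compound exposure at 37 °C and 10 min reagent incubation at ambient temperature.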
FLuc counter: counter-screen for miR-21 project: firefly luciferase inhibitors or activators; P08659; purified FLuc, Km substrates, luminescence inhibition; Potency, µM (titrated, usually from 57.5 µM), without a hit: at the highest dose activity change, negative = inhibition, most hits filed as inhibitors; 360,000 compounds, 6.9% hits; AID 588342;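 note: potency is the fitted concentration of half-maximal effect; plate controls were vehicle for no effect and reference inhibitor for full effect; nearly all actives have a fitted effect of over 55% in size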
Target sequence (P08659 whole entry, looked up): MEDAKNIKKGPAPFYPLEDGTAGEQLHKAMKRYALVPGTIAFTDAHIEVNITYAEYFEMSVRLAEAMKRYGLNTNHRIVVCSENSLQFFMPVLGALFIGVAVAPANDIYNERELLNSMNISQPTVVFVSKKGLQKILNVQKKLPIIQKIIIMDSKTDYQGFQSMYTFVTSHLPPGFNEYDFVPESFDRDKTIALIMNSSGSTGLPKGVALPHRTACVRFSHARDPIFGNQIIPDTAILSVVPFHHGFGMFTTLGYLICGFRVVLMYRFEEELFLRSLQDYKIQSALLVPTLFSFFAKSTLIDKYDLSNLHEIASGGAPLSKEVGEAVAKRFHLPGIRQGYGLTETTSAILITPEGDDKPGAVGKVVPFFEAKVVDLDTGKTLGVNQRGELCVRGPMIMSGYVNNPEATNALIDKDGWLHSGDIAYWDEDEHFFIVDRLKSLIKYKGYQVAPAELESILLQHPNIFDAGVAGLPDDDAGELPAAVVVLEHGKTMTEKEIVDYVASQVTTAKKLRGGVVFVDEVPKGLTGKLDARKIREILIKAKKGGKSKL
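Purified P. pyralis luciferase, 10 nM final, with Km-level 10 uM D-luciferin and 10 uM ATP in 50 mM Tris acetate pH 7.5, 10 mM Mg acetate, 0.01% Tween-20, 0.05% BSA; 6-point qHTS titration about 60 µM downward; luminescence read.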
NPC1 prom act: activates the NPC1 promoter. Huh7 NPC1 promoter luciferase reporter, 24 h. Potency, µM (titrated, usually from 9.22 µM), for the others: top-dose activation, most hits filed as activators. 320,000 compounds, 2.4% hits. AID 485313;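 note: potency is the fitted concentration of half-maximal effect; % of control where 0% means no effect; nearly all actives have a fitted effect of over 60% in size; reporter is driven by a mutant NPC1 promoter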
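Huh7 reporter cells (NPC1 promoter driving luciferase) are dosed with compound for 24 h at 37 °C, 5% CO2; luciferase detection reagent is then added and luminescence measured after 10 min at ambient temperature.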
ELG1 genotoxic: genotoxicity induction in ELG1-luciferase HEK293T cells; AID 504466; Potency, µM (top dose mostly 46 µM), inactives show at the top dose activity change, positive = activation, most hits filed as activators; HEK293T ELG1-luciferase reporter, luminescence, 16 h; 330,000 compounds, 1.3% hits; note: potency is the fitted concentration of half-maximal effect; % of control where 0% means no effect; nearly all actives have a fitted effect of over 60% in size
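Cells (2,000/well) expressing the ELG1-luciferase fusion are dosed by pin tool and kept 16 hr at 37 °C, 5% CO2. Signal comes from ONE-Glo luciferase reagent after 30 min at room temperature.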
uPA surface inh: cell surface uPA generation inhibition; cell surface uPA generation assay, qHTS; Potency, µM (titrated, usually from 38.3 µM), for inactives: at the highest dose activity change, negative = inhibition, actives largely listed as inhibitors; 330,000 compounds, 0.31% hits; active = well fitted inhibition curve with a large enough effect; inconclusive = small, poorly fitted or top-dose-only effect; inactive = no such curve, though single readings can be large or run the other way; tested in mouse RAW 264.7 cells; note: potency is the fitted concentration of half-maximal effect; % is set by controls: 0 for no effect and ±100 for the full control effect; nearly all actives have a fitted effect of over 55% in size
Giardia killer: kills Giardia lamblia; Giardia lamblia trophozoite viability; activity change, % at 7.66 µM, hits read low; 340,000 compounds, 0.15% hits; AID 540267; in the data active = activity change below about -80%; inconclusive = between about -30% and that limit;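 note: parasites exposed to compound for two days anaerobically before the ATP read; % is set by controls: 0 for no effect and ±100 for the full control effect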
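ATP-content bioluminescence gauges trophozoite survival. Cells (100/well) receive compound and incubate anaerobically for 48 hrs at 37 deg C; detection reagent follows for 15-30 min at room temperature.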
KCNH2 3.1 block: KCNH2 3.1 (human) potassium channel inhibition | activity change, % (tested at about 1.8 µM) | 340,000 compounds, 0.95% hits | U2OS KCNH2 3.1, thallium flux FluxOr; hits give low values;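 active = maximum activity change below -70%; inconclusive = maximum activity change from -70% to -50%; inactive = maximum activity change above -50%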;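 note: thallium influx rate constant from kinetic fluorescence after stimulation buffer; % is set by controls: 0 for no effect and ±100 for the full control effect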
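Normalized rate constant (relative to positive and negative DMSO controls) derived from a 2 min kinetic fluorescence read after stimulation; U2OS cells expressing the 3.1 isoform via virus at 1.77 x 10^8 /mL.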
RORgamma inh: inhibitors of mouse ROR gamma transcriptional activity | Drosophila S2 Gal4-RORgamma UAS-luciferase reporter, 20 h | Potency, µM (top dose mostly 53.6 µM), for the others: at the highest dose activity change, negative = inhibition, hits mostly inhibitors | 310,000 compounds, 5.4% hits | AID 2551; note: potency is the fitted concentration of half-maximal effect; % is set by controls: 0 for no effect and ±100 for the full control effect; nearly all actives have a fitted effect of over 60% in size
Target sequence (P51450 whole entry, looked up, the tested form may be a part): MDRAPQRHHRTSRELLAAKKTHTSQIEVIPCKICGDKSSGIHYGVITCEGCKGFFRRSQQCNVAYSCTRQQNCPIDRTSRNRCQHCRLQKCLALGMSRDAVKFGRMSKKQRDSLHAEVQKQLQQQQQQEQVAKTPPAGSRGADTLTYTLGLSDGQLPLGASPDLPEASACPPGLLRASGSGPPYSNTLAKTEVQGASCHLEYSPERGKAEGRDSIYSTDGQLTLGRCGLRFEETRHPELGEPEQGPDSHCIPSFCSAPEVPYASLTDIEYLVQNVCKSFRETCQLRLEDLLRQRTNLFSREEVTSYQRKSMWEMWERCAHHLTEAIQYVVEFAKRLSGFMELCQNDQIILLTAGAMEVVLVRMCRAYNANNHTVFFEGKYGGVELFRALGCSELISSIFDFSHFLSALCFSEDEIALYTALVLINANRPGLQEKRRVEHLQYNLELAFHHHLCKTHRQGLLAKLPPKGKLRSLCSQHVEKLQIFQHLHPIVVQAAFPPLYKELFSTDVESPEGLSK
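Luminescence from a UAS-regulated Photinus luciferase reporter in stably transfected Drosophila Schneider cells is measured; decreased signal marks ROR gamma inhibition. Fusion expression is induced by 700 uM copper sulfate for 20 hr.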
Tb PFK block: blocks T. brucei phosphofructokinase. T. brucei PFK, ADP-Glo luminescence. Potency, µM (highest dose often 57.5 µM), without a hit: at the highest dose activity, negative = inhibition, actives largely listed as inhibitors. O15648. 330,000 compounds, 0.17% hits. AID 485367;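 note: potency is the fitted concentration of half-maximal effect; 0% = uninhibited 1x PFK enzyme wells and -100% = no-enzyme wells; nearly all actives have a fitted effect of over 60% in size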
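Luminescent ADP detection (ADP-Glo, two-step: ATP depletion then ADP-to-ATP conversion for luciferase) reported PFK activity after 45 min room-temperature reaction of 1.25 nM enzyme with 0.5 mM F6P and 0.1 mM ATP at pH 8.0.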
The depositor's hits bear a star; ? = inconclusive; . = no result given; [ ] = dose if it differs, or a comment. Unless noted, calls come from the whole dose curve; as a rule, active = well fitted curve in the direction sought with a large enough effect; inconclusive = small, poorly fitted or top-dose-only effect, or another doubt; inactive = no such curve, though single readings can be large; an effect the other way counts as inactive or inconclusive. Not a hit list; any-hit rate near 14%.

SMILES	FBPA coupling cs	Gal4-VP16 FLuc	Rab9 promoter act	FLuc counter	NPC1 prom act	ELG1 genotoxic	uPA surface inh	Giardia killer	KCNH2 3.1 block	RORgamma inh	Tb PFK block
CCOC(=O)N1CCN(S(=O)(=O)N2CCCC(C(=O)NCCc3ccc(Cl)cc3)C2)CC1 (stereo unspecified)	5.4	-3.7%	-5.6%	1.2%	-5.1%	-5.9%	1.8%	-17.9	-22.9	42.6%	-4.5%
Cc1ccc(CN=C(N)Nc2nc(C)cc(C)n2)cc1	7.7	-2.0%	-30.9%[inhibitor]	1.2%	-30.9%[inhibitor]	-10.4%	-10.2%	12.9	-3.4	1.2%	-16.1%
O=C(Nc1ccccc1)N(CCN1CCOCC1)Cc1ccccc1F	-0.6	12.1%	-3.0%	?	2.6%	?	1.7%	-12.6	-4.2	?	14.3%
CCC(CC)C(=O)c1c[nH]c(C(=O)NCC2CCCO2)c1 (stereo unspecified)	0.2	6.5%	3.7%	-0.7%	10.9%	1.7%	9.8%	-0.2	-10.8	26.5%	0.7%
CCOC(=O)c1c(CSC(=N)N)n(-c2ccc(C)cc2)c2cc(Br)c(OC(C)=O)cc12	-0.6	?	-3.8%	-3.3%	3.7%	?	?	6.9	-29.0	?	5.4%
COc1ccc(S(=O)(=O)N2CCCCCC2)cc1C(=O)OC(C)C(N)=O (stereo unspecified)	1.2	5.0%	-2.8%	0.8%	-4.3%	3.5%	-2.1%	-7.2	4.8	-4.6%	1.5%
CCn1c2ccccc2c2cc(NC(=O)COC(=O)c3cccc(S(=O)(=O)NC)c3)ccc21	0.0	-9.9%	-6.8%	-1.3%	-2.2%	?	-3.5%	4.1	2.1	33.9%	-9.1%
Cc1ccccc1OCc1nnc(SCC(=O)N2CCc3ccccc32)n1C	-1.7	5.9%	-8.6%	1.0%	-0.9%	-3.5%	2.2%	15.2	9.9	-20.7%	1.0%
COC(=O)C(Cc1ccc(O)cc1)NC(=O)CCOc1ccc(OC)cc1 (stereo unspecified)	-1.3	0.4%	-2.3%	5.7%	1.2%	1.3%	-1.8%	-21.5	-5.8	?	-3.0%
COC(=O)c1cccc(NC(=S)NCCC2=CCCCC2)c1	-1.9	?	2.4%	-4.7%	-5.0%	-4.3%	-6.2%	-8.3	-10.3	3.16µM*	-1.1%
Cc1ccc(N(CC(=O)N/N=C/c2cccs2)S(C)(=O)=O)cc1Cl	5.6	-6.0%	-0.3%	-0.3%	10.3%	-3.5%	14.3%	-10.6	-10.0	3.7%	4.9%
COc1ccc(Cl)cc1C(=O)NNC(=O)c1nn(C)c(=O)c2ccccc12	.	.	.	.	.	-0.8%	-27.2%	-8.9	-43.0	.	-3.6%
CCCOc1cc(C)nc(-c2ccccc2O)n1	3.9	-1.0%	-3.5%	2.5%	-5.1%	0.5%	6.1%	-13.5	27.6	14.8%	2.6%
Cc1ccc(SCCC(=O)NNC(=O)c2ccccc2F)cc1	.	.	.	.	.	0.0%	-0.2%	11.3	-2.4	.	-1.7%
CN(C(=O)c1nn(C)c2c1CSc1ccccc1-2)c1ccccc1Cl	.	7.1%	-1.8%	?	2.0%	-0.1%	-5.0%	-4.5	4.3	29.7%	2.5%
CC(C)(O)CCC(C)(C)O	.	3.3%	-1.5%	8.5%	-0.3%	-0.5%	2.9%	9.9	2.6	23.5%	-1.7%
O=C(CC1CCCCC1)NC1CCCC1	0.3	27.9%	16.5%	0.4%	7.6%	?	0.2%	17.0	24.6	34.3%	-8.2%
CC(C)N(C(=O)[C@H]1C[C@H](CC(=O)NCc2ccco2)C(=O)N2CCc3c([nH]c4cc(CCC(=O)N(C)C)ccc34)[C@]12C)C(C)C	.	.	.	.	.	11.7%	1.2%	9.1	-5.1	.	1.3%
COC(=O)CC1(C(=O)OC)Oc2ccc(Br)cc2C(=O)N1c1cccc(Cl)c1Cl (stereo unspecified)	-5.7	2.8%	-6.5%	1.5%	-2.5%	-6.7%	-3.8%	12.4	-1.5	16.0%	0.1%
O/N=C/c1ccccc1OCc1ccccc1F	0.9	12.7%	-0.8%	-16.1%	6.2%	6.8%	-2.1%	15.3	-1.3	-0.6%	-21.4%
CCn1nc(C(=O)NNC(=O)CCOc2cc(C)ccc2C)c2ccccc2c1=O	3.5	13.7%	-0.7%	2.7%	-3.8%	-3.6%	-2.1%	-4.7	-17.4	-27.1%	4.4%
CC(C)N(Cc1ccccc1)C(=O)COC(=O)CCC(=O)c1ccc(F)cc1	.	.	-1.7%	-2.0%	-3.1%	-0.9%	13.4%	16.7	8.6	.	3.9%
COCCNC(=O)c1nc2ccccc2s1	-2.3	3.7%	26.1%	16.9µM*	-0.1%	16.2%	-2.2%	13.0	0.3	1.9%	-0.7%
COc1ccc(C(=O)N[C@H](C(=O)Nc2ccc(S(=O)(=O)N3CCOCC3)cc2)C(C)C)cc1	1.9	-7.7%	-1.4%	-2.0%	-1.8%	-3.4%	0.3%	18.1	2.1	6.6%	-1.4%
O=C(CN1CCCCC1)N1c2ccccc2CCc2ccccc21	1.9	-1.3%	1.0%	2.6%	-3.2%	3.8%	2.9%	28.5	-0.7	-5.3%	-0.9%
Carrying on.
SMILES	FBPA coupling cs	Gal4-VP16 FLuc	Rab9 promoter act	FLuc counter	NPC1 prom act	ELG1 genotoxic	uPA surface inh	Giardia killer	KCNH2 3.1 block	RORgamma inh	Tb PFK block
COc1ccccc1CC(=O)Nc1nc(-c2ccc(F)c(F)c2)cs1	-2.7	4.3%	12.3%	15.1µM*	4.8%	-14.4%	0.6%	-6.0	6.5	?	-21.5%
O=C(CCCCCN1C(=O)c2ccccc2C1=O)Nc1ccc(C(=O)O)cc1	8.2	-14.3%	6.4%	-1.9%	-2.0%	2.4%	5.5%	-12.4	-4.0	-8.9%	-4.5%
CCn1cc(C(=O)N[C@@H](C)C(=O)NCCCn2ccnc2)c(=O)c2cc3c(cc21)OCO3	.	-26.5%	0.6%	0.2%	0.2%	2.9%	2.7%	16.4	4.2	-0.8%	-8.4%
CCOC(=O)C1CCCN(c2nc3ccccc3nc2C(C#N)C(=O)OC(C)COC)C1 (stereo unspecified)	-6.9	-5.8%	-5.3%	0.7%	-3.2%	-3.5%	-3.3%	-14.2	-10.3	-1.6%	-0.2%
Cc1ccc(/C=N/NC(=O)c2ccc(Cn3cc([N+](=O)[O-])cn3)o2)cc1	1.5	-6.9%	-6.1%	?	0.3%	1.9%	-0.8%	1.5	-16.0	2.9%	-22.1%
COc1ccc(Br)cc1CNc1ccccc1	-5.4	5.5%	6.1%	-1.7%	0.5%	?	-8.6%	-9.4	25.6	-9.5%	-1.4%
COc1ccc(Nc2nc3ccccc3nc2NS(=O)(=O)c2cccs2)c(OC)c1	1.3	-0.6%	-0.9%	-1.0%	-5.0%	-11.1%	-0.2%	4.4	1.3	0.1%	-0.7%
COc1ccc(Cn2c(=S)[nH]c3ccsc3c2=O)cc1	4.8	2.24µM*	-12.4%	-0.7%	-0.8%	-2.3%	-8.6%	-13.2	3.2	1.41µM*	-11.8%
COc1ccc(-c2nnc3ccc(SCC(=O)NCC4CCCO4)nn23)cc1 (stereo unspecified)	-1.8	-0.4%	-0.3%	4.3%	0.6%	-0.2%	.	-11.8	-4.2	33.6%	-4.4%
CCn1c(COc2ccc3c(c2)OCO3)nnc1SCC(=O)c1ccc(Cl)cc1	0.8	2.9%	-6.9%	-2.1%	-0.9%	-0.8%	-2.1%	9.0	-15.4	-12.4%	5.5%
OC(CNCc1ccccc1)Cn1ccc2ccccc21 (stereo unspecified)	-2.1	-4.4%	-4.4%	5.5%	-2.3%	-4.4%	10.8%	-9.9	-14.0	11.0%	-13.4%
O=C(NCC(=O)N(Cc1ccc(F)cc1)C(C(=O)NCC1CCCO1)c1ccccc1)c1ccco1 (stereo unspecified)	0.8	9.3%	0.2%	-1.9%	-24.3%	-7.5%	-0.9%	-12.0	32.0	-7.7%	1.0%
CC(C)(C)c1cc(C(=O)O)c(CN2CCCCC2)o1	1.4	-6.2%	-3.3%	0.8%	-3.1%	-0.9%	0.7%	-18.7	17.5	6.1%	-1.8%
C=CCn1c(N2CCCC2)nc2c1c(=O)n(C)c(=O)n2C	-12.2	-9.7%	-0.6%	-12.0%	-0.5%	-1.8%	-2.4%	0.1	1.6	34.6%	0.0%

Single entries from the entries so far.
For Gal4-VP16 FLuc, CCn1c(COc2ccc3c(c2)OCO3)nnc1SCC(=O)c1ccc(Cl)cc1 has the entry 2.9%
For Rab9 promoter act, COc1ccc(-c2nnc3ccc(SCC(=O)NCC4CCCO4)nn23)cc1 (stereo unspecified) has the entry -0.3%

Bioassay records from PubChem BioAssay.
